Screens from PubChem BioAssay.
All columns: NCI-60 one-dose screen, growth in % after 48 h at 10 µM unless noted; 100 = growth as untreated, 0 = no growth, -100 = all killed.
HS 578T = HS 578T breast cancer; 4.1% of 78,000 active
K-562 = K-562 leukemia | 7.4% of 78,000 active | AID 1794777
MDA-MB-231 = MDA-MB-231 breast cancer | 5% of 81,000 active | AID 1794789
MDA-MB-468 = MDA-MB-468 breast cancer; 8.5% of 78,000 active; AID 2202374
BT-549 = BT-549 breast cancer; AID 1794793; 4.4% of 78,000 active
MCF7 = MCF7 breast cancer | 6.3% of 82,000 active
T-47D = T-47D breast cancer. 5% of 79,000 active
LOX IMVI = LOX IMVI melanoma. 7.4% of 79,000 active. AID 1794757
The depositor's hits bear a star; · = not tested or not shown; & = joins results of further samples. The calls were made as follows: active = growth percent below 10; inactive = the rest. Hits appear at their usual frequency; 12% or so of the library scored in one or more.

SMILES | HS 578T | K-562 | MDA-MB-231 | MDA-MB-468 | BT-549 | MCF7 | T-47D | LOX IMVI
CCOC(=O)c1cc(C(=O)c2ccc(Cl)cc2)n2c1ccc1c3cccnc3ccc12 | 96 | 95 | 95 | 107 | 82 | 93 | 86 | 93
CC(C)c1ccc(C(NC23CC4CC(CC(C4)C2)C3)c2nnnn2C(C)(C)C)cc1 (stereo not drawn) | 94 | 95 | 97 | 96 | 93 | 95 | 101 | 97
CC1NCCC[C@]2(C)[C@H]3CC[C@@H]4[C@H]5[C@H]6OC[C@@]5(CCC6(C)C)CC[C@@]4(C)[C@]3(C)CC[C@@H]12 (stereo partly drawn) | 104 | 51 | 91 | 93 | 120 | 71 | 90 | 87
CCN(CC)CCCC(C)NCc1ccccc1 (stereo not drawn) | 115 | 118 | 105 | 112 | 85 | 94 | 105 | 100
CC1=C(C(=O)N=C(N)C(Cl)(Cl)Cl)SCCO1 | 100 | 89 | 95 | 116 | 114 | 107 | 92 | 92
Cc1nc(-n2nc(C#N)c(C#N)c2N)c(C#N)c(C#N)c1C | 106 | 102 | 101 | 112 | 100 | 90 | 84 | 91
CCOC(=O)/C=C/c1ccc(N(C)C)cc1 | 103 | 84 | 114 | 100 | 93 | 91 | 82 | 107
COc1cc(/C=C/c2cc(/C=C/c3ccc(O)c(OC)c3)n(-c3ccccc3)n2)ccc1O | -13* | -16* | 5.2* | -32* | -47* | -5.7* | -24* | -37*
CC(C)(C)c1ccc2c(c1)C(=O)N(NC(=O)c1ccc(S(N)(=O)=O)cc1)C2=O | 102 | 104 | 108 | 115 | 111 | 105 | 97 | 99
COc1ccc2c(c1)CCC1=C2CCC2(C)C(=O)CCC=C12 (stereo not drawn) | 96 | 83 | 117 | 91 | 91 | 104 | 90 | 96
O=C(CN1C(=O)/C(=C/c2ccco2)SC1=S)NCCc1c[nH]c2ccc(F)cc12 | 96 | 101 | 102 | 105 | 97 | 98 | 103 | 97
O=C(NNC(=O)c1ccncc1)Nc1cccc2ccccc12 | 79 | 90 | 112 | 109 | 105 | 99 | 105 | 109
O=C1CCN(Cc2ccccc2)C(=S)N1 | 82&114 | 87 | 98&125 | 110 | 117&101 | 86&119 | 103&113 | 100&105
Cc1ccc(CCC(=O)Nc2ncc(Cc3cc(Cl)ccc3Cl)s2)o1 | 9.7* | 9.8* | 12 | 7.6* | 3.5* | 13 | 54 | 13
CC(COc1ccc(C(C)(C)C)cc1)OC(=O)Cc1ccccc1 (stereo not drawn) | 105 | 91 | 101 | 109 | 90 | 101 | 96 | 103
CCCCCCNC(=O)Oc1ccc(/C(=C(/C)c2ccc(Cl)cc2)c2ccc(OCCN3CCCCCC3)cc2)cc1 | 64 | 8.9* | 76 | 36 | 101 | 16 | 48 | 33
Cc1cccc(C(=O)NNC(=O)c2ccccc2)c1 | 123 | 104 | 113 | 100 | 111 | 110 | 108 | 89
COc1cc(-c2nc(SC(C)C)nc(NC(C)(C)C)c2C#N)cc(OC)c1OC | 62 | 83 | 75 | 103 | 95 | 87 | 86 | 80
Cc1ccc(-c2nc3c(=O)n4[nH]c(-c5ccccc5)nc4nc3o2)cc1 | 112 | 96 | 93 | 86 | 95 | 93 | 101 | 106
CCN(CC)c1ccc(/C=C2\SC(=S)NC2=O)cc1 | 97 | 98 | 103 | 78 | 86 | 80 | 71 | 86
Nc1c(N2CC[N+]3(CCC[N+]4(CCNCC4)CC3)CC2)ncnc1N1CC[N+]2(CCC[N+]3(CCNCC3)CC2)CC1 | 107 | 102 | 111 | 74 | 123 | 107 | 103 | 109
COC(=O)c1ccc(NC(N)=NCCC(C)(C)c2ccc(C(F)(F)F)cc2)nc1 | 75 | 1.2* | 43 | -14* | 43 | 10 | -3.4* | -77*
O=C(O)CC1CCCCCC1 | 102 | 101 | 101 | 97 | 99 | 95 | 94 | 101
O=C(/C=C/Nc1ccccc1)c1ccc2c(c1)Nc1ccccc1S2 | 63 | 91 | 69 | 62 | 96 | 69 | 78 | 80
Nc1ncnc2c1c(-c1ccc(Cl)cc1)nn2Cc1ccc(B(O)O)cc1 | 33 | 51 | 58 | 72 | 57 | 53 | 23 | 56
C(=C\c1nccc2c1[nH]c1ccccc12)/c1ccccc1 | 29 | 69 | 31 | -54* | 11 | 8.8* | 30 | 26
Cn1c(-c2c(N)n(Cc3ccc(C(F)(F)F)cc3)c3nc(C#N)c(C#N)nc23)nc2ccccc21 | 12 | -31* | -13* | · | 7.9* | 8.7* | 4.2* | 2.4*
NS(=O)(=O)c1cccc(N2C(=O)c3c(Cl)c(Cl)c(Cl)c(Cl)c3C2=O)c1 | 100 | · | 100 | 112 | 95 | 92 | 102 | 93
CCOc1ccc(C(CN2CCOCC2)C(C)=O)cc1OC (stereo not drawn) | 98 | 46 | 95 | 14 | 91 | 13 | 33 | 69
O=C1/C(=C\c2ccc(-c3ccccc3Cl)o2)C=C(c2ccc(Cl)cc2)N1Cc1ccccc1 | 102 | 87 | 98 | 97 | 110 | 80 | 104 | 91
O=C(NC1c2ccccc2Oc2ccccc21)c1ccc([N+](=O)[O-])cc1 | 99 | 88 | 96 | 106 | 103 | 83 | 101 | 109
O=C1/C(=C\c2cccn2CCCCCn2c3ccccc3c(=O)c3ccccc32)c2ccccc2N1c1c(Cl)cccc1Cl | 101 | 98 | 97 | 61 | 97 | 13 | 28 | 97
O=C1NC(=O)C(C(=O)Nc2ccc(Cl)cc2)c2ccccc21 (stereo not drawn) | 122 | 111 | 108 | · | 110 | 81 | 93 | 89
Cc1cc(C#Cc2ccccc2)ccc1-n1c(/C=C/c2cccc(Cl)c2)nc2ccccc2c1=O | · | 65 | 85 | 53 | 101 | 46 | 54 | 74
N#Cc1c(N)nc2c(nnn2-c2ccc(Cl)cc2)c1N | 45 | · | 86 | 99 | 91 | 78 | 78 | 92
O=C(CN1C(=O)NC2NC(=O)NC21)Nc1ccccc1O (stereo not drawn) | 91 | 104 | 104 | 95 | 104 | 97 | 94 | 95
COc1cccc(-c2c(C#N)c(-c3ccc(Cl)cc3)nc3c2c(-c2ccccc2)nn3-c2ccccc2)c1 | 95 | 81 | 97 | 89 | 96 | 94 | 90 | 96
Cn1cnc2ncnc(Oc3ccc(Br)cc3)c21 | 99 | 100 | 104 | 94 | 103 | 94 | 92 | 103
C/C=C(/C)n1cnc2c(Nc3ccccn3)nc(Cl)nc21 | 98 | 96 | 107 | 93 | 103 | 100 | 94 | 95
COC(=O)Nc1ncccn1 | 106 | 86 | 108 | 99 | 96 | 92 | 97 | 82
COc1cc(CNS(=O)(=O)c2ccc(C)cc2)ccc1OCc1cn(-c2cccc([N+](=O)[O-])c2)nn1 | 86 | 94 | 93 | 88 | 92 | 95 | 79 | 93
Cc1c(-c2nnc(-c3ccccc3)o2)nnn1-c1ccc([N+](=O)[O-])cc1 | 106 | 102 | 111 | 94 | 102 | 83 | 103 | 102
O=S(=O)(O)c1ccc2cc(O)c(O)cc2c1 | 106 | 99 | 113 | · | 115 | 102 | 101 | 91
O=C1/C(=C/c2ccc(I)cc2)Cc2cc3c(cc21)OCO3 | 100 | 75 | 98 | 93 | 102 | 75 | 95 | ·
CCOC(=O)c1nn(-c2ccccc2)cc1C(=O)c1cc2cc(Br)ccc2oc1=O | 102 | 93 | 97 | 104 | 87 | 84 | 87 | 92
COc1ccccc1/C(C)=N/NC(=O)CSc1nc2ccccc2c(=O)n1CCc1ccc(S(N)(=O)=O)cc1 | 99 | 88 | 89 | 99 | 104 | 89 | 89 | 96
C=C(/C=C/c1ccc(OC)cc1)CC(=C)/C=C/c1ccc(OC)cc1 | 106 | 86 | 105 | 106 | · | 102 | 112 | 102
COC(=O)C(N)CSCc1ccccc1 (stereo not drawn) | 126 | 108 | 105 | 113 | 97 | 99 | 92 | 97
CCOC(=O)C1CCN(C(=O)CN2C(=O)c3ccccc3C2c2c[nH]c3ccccc23)CC1 (stereo not drawn) | 109 | 74 | 76 | 89 | 86 | 100 | 110 | 87
CC(=O)/C(N=O)=C(/C)O | 121 | 103 | 108 | 107 | 97 | 100 | 95 | 96
Other structures:
SMILES | HS 578T | K-562 | MDA-MB-231 | MDA-MB-468 | BT-549 | MCF7 | T-47D | LOX IMVI
COc1ccc(-c2cc(-c3cccnc3)[nH]c(=O)c2C#N)cc1 | 95 | 100 | 101 | 107 | 100 | 96 | 88 | 96
COc1cc(C2=NN(C(=O)c3ccc(S(C)(=O)=O)cc3)C(c3ccc4c(c3)OCO4)C2)cc(OC)c1OC (stereo not drawn) | 107 | 91 | 94 | 88 | 97 | 88 | 92 | 93
CCn1c2ccc(O)cc2c2c(C)c3c[n+](CCCCCC#N)ccc3c(C)c21 | 90 | 97 | 91 | 33 | 76 | 69 | 59 | 91
O=C1Nc2ccccc2C1=Nc1ccc2[nH]c3ccccc3c2c1 | 85 | 77 | 75 | · | 89 | 76 | 81 | 87
COc1cccc(NC(=O)Nc2ccc(Nc3ncnc4sc5c(c34)CCOC5)cc2)c1 | · | 87 | 100 | 108 | 100 | 89 | 71 | 99
CCCC(C)C1CCC(OC(C)=O)CC1 (stereo not drawn) | 90 | 111 | 96 | 104 | 103 | 94 | 102 | 98
CC/C(=C(\c1ccc(O)cc1)c1ccc(OCCN(C)C(=O)COCCNC(=O)Cc2ccc3c(c2)CN([C@@H]2CCC(=O)NC2=O)C3=O)cc1)c1ccccc1 | 7.6* | · | -26* | -28* | -22* | 20 | 7.2* | 90
COc1cc2cc(Oc3ccc(NC(=O)Nc4cccc(C(F)(F)F)c4)cc3)c(C)nc2cc1OCCN1CCOCC1 | 86 | 12 | 58 | -3.8* | 71 | 9.4* | 30 | 38
O=C1CSC(=S)N1C1CCCCC1 | 109 | · | 101 | 98 | 119 | 93 | 118 | 98
CCOc1c(C#N)c(Nc2ccc(S(N)(=O)=O)cc2)c(C#N)c(=O)n1S(=O)(=O)c1ccccc1 | 104 | 103 | 89 | · | 114 | 98 | 99 | 94
O=C1CCSc2c1ccc1ccccc21 | 102 | 98 | 121 | 100 | 95 | 108 | 108 | 108
COc1cccc(C=O)c1O | 107 | 107 | 101 | · | 116 | 98 | 96 | 94
CCN(CC)CC(OC)C(O)COC (stereo not drawn) | 100 | 104 | 96 | 102 | 118 | 97 | 91 | 100
Clc1nc2ccccc2nc1Cc1nnc(-c2ccccc2)o1 | 97 | 103 | 85 | 109 | 94 | 73 | 89 | ·
O=C(CSc1ncc(-c2ccccc2)n1-c1ccccc1)Nc1ccc(-c2nc3ccccc3s2)cc1 | 92 | 71 | 95 | 15 | 103 | 31 | 56 | 63
COc1cc2oc(-c3cccc(C(=O)NCC(=O)O)c3)cc(=O)c2c(OC)c1OC | 113 | 110 | 105 | 99 | 107 | 86 | 101 | 108
O=C1c2ccccc2N=C(N/N=C/c2ccc(F)cc2)[C@@H]2CCCN12 | 99 | 94 | 96 | 96 | 96 | 94 | 84 | 103
CC(C)(C)c1cc(C2CCCCC2)cc(C(C)(C)C)c1O | 104 | 99 | 97 | 80 | 97 | 95 | 96 | 100
CCn1cc(CNc2cc3cc(OC)c(OC)cc3c(C)n2)c(C)n1 | 100 | 104 | 88 | 90 | 85 | 92 | 69 | 92
CC(=O)Nc1cc(C)ccn1 | 93 | 104 | 111 | 97 | 91 | 91 | 98 | 97

Eleven entries already listed, ordered by SMILES length, falling.
SMILES | HS 578T | K-562 | MDA-MB-231 | MDA-MB-468 | BT-549 | MCF7 | T-47D | LOX IMVI
CC/C(=C(\c1ccc(O)cc1)c1ccc(OCCN(C)C(=O)COCCNC(=O)Cc2ccc3c(c2)CN([C@@H]2CCC(=O)NC2=O)C3=O)cc1)c1ccccc1 | 7.6* | · | -26* | -28* | -22* | 20 | 7.2* | 90
CCOc1c(C#N)c(Nc2ccc(S(N)(=O)=O)cc2)c(C#N)c(=O)n1S(=O)(=O)c1ccccc1 | 104 | 103 | 89 | · | 114 | 98 | 99 | 94
O=C(CSc1ncc(-c2ccccc2)n1-c1ccccc1)Nc1ccc(-c2nc3ccccc3s2)cc1 | 92 | 71 | 95 | 15 | 103 | 31 | 56 | 63
COc1cc2oc(-c3cccc(C(=O)NCC(=O)O)c3)cc(=O)c2c(OC)c1OC | 113 | 110 | 105 | 99 | 107 | 86 | 101 | 108
O=C1c2ccccc2N=C(N/N=C/c2ccc(F)cc2)[C@@H]2CCCN12 | 99 | 94 | 96 | 96 | 96 | 94 | 84 | 103
CCn1cc(CNc2cc3cc(OC)c(OC)cc3c(C)n2)c(C)n1 | 100 | 104 | 88 | 90 | 85 | 92 | 69 | 92
CC(C)(C)c1cc(C2CCCCC2)cc(C(C)(C)C)c1O | 104 | 99 | 97 | 80 | 97 | 95 | 96 | 100
Clc1nc2ccccc2nc1Cc1nnc(-c2ccccc2)o1 | 97 | 103 | 85 | 109 | 94 | 73 | 89 | ·
O=C1CCSc2c1ccc1ccccc21 | 102 | 98 | 121 | 100 | 95 | 108 | 108 | 108
O=C1CSC(=S)N1C1CCCCC1 | 109 | · | 101 | 98 | 119 | 93 | 118 | 98
CCN(CC)CC(OC)C(O)COC (stereo not drawn) | 100 | 104 | 96 | 102 | 118 | 97 | 91 | 100

(listing goes on)
SMILES | HS 578T | K-562 | MDA-MB-231 | MDA-MB-468 | BT-549 | MCF7 | T-47D | LOX IMVI
S=CN1CCCCC1 | 112 | 101 | 108 | 93 | 105 | 96 | 103 | 99
O=C(NCC(c1ccsc1)N1CCCCCC1)c1ccc(C(F)(F)F)cc1 (stereo not drawn) | 102 | 84 | 85 | 95 | 100 | 94 | 92 | 79
CC(=O)OCCOC(=O)Nc1ccccc1 | 102 | 103 | 94 | 110 | 102 | 99 | 91 | 97
CCn1c(Cc2ccccc2Nc2c(Cl)cccc2Cl)nnc1SCC(=O)NN1C(=O)/C(=C/c2cccc(OC)c2OC)SC1=S | 95 | 90 | 102 | 100 | 109 | 99 | 86 | 92
CC1(C)CC[C@]23CC[C@]4(C)[C@H](CC[C@@H]5[C@@]6(C)CCC(=O)NC(C)(C)[C@@H]6CC[C@]54C)[C@H]2[C@H]1OC3 | 97 | 96 | 99 | 118 | 111 | 107 | 101 | 100
